Casp6 inh = human caspase-6 inhibitors, primary screen, biochemical, VEID-R110 fluorescence, single point, set 2; AID 686996, 2013; inhibition, % at 12.5 µM; 350,000 compounds, 0.53% hits; purified caspase-6, Z-VEID-R110 cleavage fluorescence; P55212;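 active means mean inhibition across replicates at least about 35%, with every replicate also reaching that limit, limit read from the data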;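 further: 0% = median of neutral control wells and 100% = no fluorescence left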
Target sequence (P55212 24-179 limits assumed): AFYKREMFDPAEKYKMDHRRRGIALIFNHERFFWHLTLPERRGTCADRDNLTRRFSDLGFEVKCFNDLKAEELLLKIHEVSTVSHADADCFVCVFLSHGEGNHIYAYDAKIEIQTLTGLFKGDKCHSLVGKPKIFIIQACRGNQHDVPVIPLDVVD
Target sequence (P55212 194-293 limits assumed): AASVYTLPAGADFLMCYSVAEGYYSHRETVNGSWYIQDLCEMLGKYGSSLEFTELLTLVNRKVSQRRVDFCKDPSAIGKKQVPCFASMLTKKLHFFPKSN
miR-122 sensor = miR-122 Renilla sensor signal increase in Huh7, primary screen, miR-122 inhibitor project, cell-based, single point, plate reader; Huh7 miR-122 Renilla luciferase sensor, 48 h; neutral wells = 0, positive control = 100; 340,000 compounds, 0.3% hits; activation (reporter increase), % at 12.5 µM;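 active means mean replicate activation score at least 90 and every replicate individually at or above 90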;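 further: higher luciferase means less miR-122 activity so hits act as miR-122 inhibitors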
FN deposition inh = inhibitors of fibronectin matrix deposition, primary screen, AH1F cells, Alexa488-fibronectin fluorescence, plate reader; AH1F fibroblasts, overnight; inhibition, % at 12.6 µM; 350,000 compounds, 0.086% hits; AID 743247, 2014;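 active means mean inhibition across replicates of 30% or more, regardless of how many single replicates reach that level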;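 further: positive control wells lacked labelled fibronectin entirely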
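Test system: AH1F fibroblast monolayer depositing Alexa488-labelled fibronectin into matrix. Input: 10000 cells per well. Technique: fluorescence, ex 485 nm, em 525 nm. Buffer or medium: DMEM plus 2% serum, read in PBS. Timing: 1 h cell adhesion before compound, then overnight fibronectin incubation. Compound: single dose, pinned. Read-out basis: inhibition from reduced deposited-fibronectin fluorescence.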
PGC1a acetyl inh = inhibitors of PGC1a acetylation signal, primary screen, cell-based, U2OS, AlphaScreen, inhibitor mode | AID 651687, 2012 | AlphaScreen anti-acetyl-lysine; with virally co-expressed GCN5 acetyltransferase | 350,000 compounds, 0.17% hits | inhibition, % at 15.6 µM;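 active means every replicate shows inhibition of at least 40%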;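 further: 0% = neutral control wells and 100% = positive control wells; some results beyond the cut were filed as inactive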
EWS-Fli block = EWS/Fli-driven NR0B1 reporter inhibitors, primary screen, A673 cells, NR0B1 luciferase, luminescence, MLPCN library; 350,000 compounds, 0.67% hits; viability-normalised; inhibition, % at 12.6 µM; AID 651661, 2012;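 active means mean inhibition of at least 50% after viability correction, with every replicate also passing that limit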;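 further: firefly luciferase signal divided by Alamar Blue viability fluorescence both relative to DMSO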
LGR2 inh = inhibitors of bursicon-induced LGR2 CRE-luciferase signal, primary screen, cell-based, HEK293, CRE-luciferase reporter, bursicon stimulation. Drosophila bursicon receptor LGR2 (rickets). bursicon-stimulated, 4 h. inhibition, % at 9.99 µM. 380,000 compounds, 0.35% hits. AID 720647, 2013;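 active means drop in luminescence signal, shown as inhibition above about 50% in the replicate tests, limit read from the data, passing the limit was not always enough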;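 further: agonist challenge used bursicon conditioned medium at about half maximal strength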
Cneo AK release = Cryptococcus neoformans cell lysis inducers, primary screen, AK release luminescence, single concentration. C. neoformans lysis, adenylate kinase release luminescence, 4 h; normalised: neutral wells 0, clomiphene wells 100. 360,000 compounds, 0.2% hits. lysis activity, % at 15 µM;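 active means mean lysis activity across replicates of at least 80%, whatever share of replicates individually reach that level; inactive means mean lysis activity below 80%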
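Test system: log-phase Cryptococcus neoformans yeast cells; Quantity: yeast cell density of 5 × 10^6 cells/mL; Buffer or medium: YPD; Doses: single compound concentration per well; Timing: 4 h at 37 °C static, read 1 h later; Measured by: AK luminescence; Read-out basis: lysis from increased AK signal; Control set: Clomiphene as positive control.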
PAX8 reporter = inhibitors of PAX8-driven TPO luciferase reporter, primary screen, RMG-I cells, single concentration; 360,000 compounds, 1.2% hits; inhibition, % at 12.6 µM; SteadyGlo, 24 h;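 active means mean replicate inhibition at least 60% with every replicate also reaching 60%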;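 further: luciferase light reporting Pax8 driven TPO promoter activity; plate controls were median of neutral control wells for no effect and mitoxantrone controls for full effect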
* marks the source's active call; other numbers are inactive results; . = no result given; [ ] = remark or other dose.

Every second line gives: Casp6 inh	miR-122 sensor	FN deposition inh	PGC1a acetyl inh	EWS-Fli block	LGR2 inh	Cneo AK release	PAX8 reporter
- O=C(O)/C=C/C(=O)NNc1ncnc2ccccc12
→ 2	-3	-1	4	-15	-8	3	1
- CCOc1ccc(NC(=O)c2cc(S(=O)(=O)N3CCOCC3)cs2)cc1
→ -3	.	.	.	2	14	1	4
- O=C(C1CCCCC1)N1CC[C@@H]2[C@H]1c1cc(Br)ccc1N[C@@H]2CO
→ 0	-1[16.7 µM]	14	-5	12	2	6	-8
- COc1ccccc1NS(=O)(=O)c1ccc(O)c(C(=O)OCc2cccc([N+](=O)[O-])c2)c1
→ 2	-2	1	1	2	-3	-1	8
- C[C@H](CO)N1C[C@H](C)[C@H](CN(C)Cc2ccc3c(c2)OCO3)Oc2cc(C#CCN(C)C)ccc2S1(=O)=O
→ -1	61[16.7 µM]	-19	-25	6	6	5	.
- CC(=O)OC1c2ccccc2C(=O)N1Cc1ccccc1 (configuration not stated)
→ -1	.	-3	.	2	9	2	1
- O=C(O)CCC(=O)Nc1sc2c(c1C(=O)Nc1cccc3ccccc13)CCCCC2
→ .	0	-19	9	.	-10	-2	12
- O=C(N[C@H](CO)Cc1ccccc1)c1ccco1
→ .	-12	-1	3	-3	-3	1	4
- COC(=O)c1ccccc1S(=O)(=O)N1CCC(C(=O)OCc2cccc(OC)c2OC)CC1
→ -5	.	11	.	-5	-4	.	-2
- C[C@@H]1CN([C@H](C)CO)C(=O)c2cccc(NC(=O)Nc3ccc4c(c3)OCO4)c2O[C@H]1CN(C)S(=O)(=O)c1cn(C)cn1
→ 1	-2[16.7 µM]	-7	10	-2	-3	-4	.
- CCOC(=O)c1ccc(-c2ccc(CO)o2)cc1
→ .	1	-7	3	.	.	.	-158
- CC1(C)CC(=O)C(Sc2ccccc2C(=O)O)=C(O)C1
→ -3	.	0	.	9	.	.	39
- CC(=O)NCCc1nc2ccccc2n1Cc1cc(C)ccc1C
→ -1	-8	-7	-14	-3	6	0	-8
- COc1ccc(Cc2noc(CN(C)Cc3cccc(-n4cccn4)c3)n2)cc1OC
→ -1	.	11	.	-2	8	.	-5
- O=C(Nc1ccc(Cl)c(S(=O)(=O)N2CCOCC2)c1)c1cc(-c2ccccn2)nc2ccccc12
→ 1	-5	4	.	14	-3	-3	7
- C[C@@H]1CN([C@@H](C)CO)C(=O)c2cc(C#CCc3ccccc3)cnc2O[C@@H]1CN(C)Cc1cccnc1
→ 0	20[16.7 µM]	7	-5	4	1	13	.
- O=C(Nc1ccc2c3c(cccc13)CC2)c1cccc([N+](=O)[O-])c1
→ 0	.	-3	.	-3	4	.	15
- O=[N+]([O-])c1cccc(-c2ccc(/C=N/NC(=S)NCc3ccco3)o2)c1
→ 1	.	-4	.	16	-2	.	57
- C(=C\c1ccccc1)/CN1CCN(C(c2ccccc2)c2nnnn2C2CCCCC2)CC1 (configuration not stated)
→ 0	-4	4	1	14	11	0	-3
- CN(C)CCNC(=O)/C(=N\O)c1ccccn1
→ 0	4	-5	6	-3	1	.	12
- COc1ccc(-n2nc3c(c2NC(=O)CBr)CSC3)cc1
→ 4	-3	6	2	.	13	1	1
- OCC1(CCCc2ccccc2)CCN(C2CCSCC2)CC1
→ -4	7	11	-13	-2	9	.	-3
- CSCCC(N=C1NS(=O)(=O)c2ccccc21)C(=O)NCCc1ccccc1 (configuration not stated)
→ 2	3	4	1	.	2	-1	9
- O=C(OCC(=O)N1CCc2ccccc21)c1ccc([N+](=O)[O-])o1
→ 8	-3	.	5	0	12	-1	10
- Cc1nnnn1/C(=C\c1ccccc1)C(=O)OCC(=O)Nc1cccc(S(=O)(=O)N(C)C)c1
→ -4	12	8	-96	10	29	-2	28
- CCSc1nsc(NC(=O)Nc2ccccc2OC)n1
→ -1	-5	2	5	-41	-37	-1	-61
- CCc1nnc(NC(=O)CSc2nnc(-c3cccnc3)n2CC)s1
→ .	4	7	-2	.	.	5	22
- CC(=O)Nc1ccc(S(=O)(=O)N[C@@H](C)C(=O)OCC(=O)c2ccc[nH]2)cc1
→ 1	-6	1	-6	6	11	1	17
- CC1(C)CC(=O)C2=C(C1)N(Cc1ccco1)C(=O)NC2(C(F)(F)F)C(F)(F)F
→ .	-3	.	-4	.	24	1	.
- O=C(C[C@H]1CC[C@H](NS(=O)(=O)c2ccccc2)[C@H](CO)O1)NCCN1CCCCC1
→ -7	.	.	6	4	9	-4	12
- Oc1ccc(/C=N/N(Cc2ccccc2)c2ccccc2)c(O)c1O
→ 20	.	-5	2	-66	28	.	15
- CC(=Nc1ccc(C)cc1C)c1sc2ccccc2c1O
→ 0	.	7	.	-12	0	.	-120
- Cc1cccc(C(=O)NCC(=O)N2CCN(S(=O)(=O)c3cc(C)ccc3C)CC2)c1
→ -2	.	-2	.	1	7	.	8
- COC(=O)C1CCN(C(=O)c2ccc(NC(C)=O)cc2)CC1
→ .	-8	-5	-3	.	.	-1	13
- C[C@@H]1CN([C@@H](C)CO)C(=O)c2cc(-c3ccccc3F)cnc2O[C@@H]1CN(C)Cc1cccc(F)c1
→ 4	0[16.7 µM]	.	2	-9	-12	2	-20
- Cc1ccc(S(=O)(=O)Nc2cccc3c2O[C@@H](CN(C)C(=O)Nc2cccc4ccccc24)[C@@H](C)CN([C@@H](C)CO)C3=O)cc1
→ .	-10[16.7 µM]	.	-6	-37	12	.	15
- O=C1CCC(C(=O)N2CCCCCC2)CN1CCc1ccc(Cl)cc1 (configuration not stated)
→ 0	3	0	-4	.	15	0	-6
- c1ccc(-c2nc(-c3ccc(-c4ccon4)s3)no2)cc1
→ -1	4	3	.	-91	-40	1	-99
- CC1=C(C(=O)Nc2cccc(C(=O)NC(C)C)c2)SCCO1
→ 4	-3	4	9	10	-16	3	6
- CS(=O)(=O)N1C[C@@H]2N[C@H](C1)[C@@H]2c1ccc(-c2ccccc2)cc1
→ .	.	4	11	1	30	.	76*
- O=C(c1ccc(F)cc1)N1CC[C@@H]2[C@H]1c1cc(C#Cc3ccc(F)cc3)ccc1N[C@@H]2CO
→ 0	2[16.7 µM]	4	14	-2	-3	5	-1
- CN1C(=O)c2cc(NC(=O)NCc3ccccc3)ccc2OC[C@@H]2O[C@@H](CC(=O)O)CC[C@H]21
→ 2	-5[16.7 µM]	-5	-2	3	3	2	-3
- CCOC(=O)c1nn(C)c(C)c1Cl
→ -2	-6	8	11	-3	12	6	-6
- COc1ccccc1-c1nc(SCC(=O)NCc2ccco2)c2c(=O)n(C)c(=O)n(C)c2n1
→ 0	3	6	.	7	8	-1	.
- COc1ccc(C2C(=O)N(C3CCCCC3)CC(=O)N2CC2COc3ccccc3O2)cc1 (configuration not stated)
→ .	11	-2	-40	.	-3	-1	.
- CC1(C)Cc2cccc(OC(=O)NCCc3ccc(F)cc3)c2O1
→ 2	.	2	.	6	-4	.	9
- CCCCn1c(N)c(N(CC(C)C)C(=O)c2cc(Br)c(Br)s2)c(=O)[nH]c1=O
→ 0	-1	-6	-3	30	-15	1	-4
- COCC(=O)N1CC(=O)N2[C@H](C1)[C@@H](c1ccc(C#Cc3cccc(OC)c3)cc1)[C@@H]2CO
→ 1	.	.	-1	7	-3	.	.
- O=C(C[C@H]1CC[C@H]2[C@@H](COC[C@@H](O)CN2CC2CCCC2)O1)NCc1ccc(Cl)cc1
→ 0	.	9	6	-1	20	.	.
- CCOC(=O)C1=CC[C@@H](c2cc(OC)c(OC)c(OC)c2)N(S(=O)(=O)c2ccc(C)cc2)[C@H]1C(=O)OCC
→ 1	1	-2	-14	4	3	-1	9
- CC1(C)CC(=O)/C(=C(/O)CCCN2C(=O)c3ccccc3C2=O)C(=NC(C)(C)C)C1
→ 4	2	3	6	0	19	-1	21
- CO[C@H]1CN(C)C(=O)c2cc(NC(=O)c3cnccn3)ccc2OC[C@H](C)N(CC2CC2)C[C@@H]1C
→ 1	.	8	7	-10	3	.	.
- CCOC(=O)CSc1nc(-c2ccccc2)cc(C(F)(F)F)n1
→ .	4	.	-9	.	-18	-1	.
- C[C@@H]1CN([C@@H](C)CO)C(=O)c2cc(NS(=O)(=O)c3cn(C)cn3)ccc2O[C@@H](C)CCCCO[C@H]1CN(C)CC1CC1
→ 2	-6[16.7 µM]	.	3	.	4	57	-20
- CC[C@@]1(C(=O)OC)N[C@H](CN(C)C(=O)Nc2ccc(Cl)cc2)[C@@H]2C(=O)N(C)C(=O)[C@@H]21
→ 1	0	-4	0	3	-12	-1	-9
- COc1ccc(CCn2c(=S)[nH]c3cc(C(=O)N4CCOCC4)ccc3c2=O)cc1OC
→ 0	.	-11	.	0	6	.	24
- CC(=O)Nc1ccc(CCNC(=O)c2ccc3ccccc3c2O)cc1
→ -2	.	-1	.	-33	.	.	-6
- O=C(CN1CCCC1)NN=C(c1ccccc1)c1ccccc1
→ -2	.	4	.	3	-2	.	2
- C[C@@H]1CN([C@H](C)CO)C(=O)c2cc(NS(C)(=O)=O)ccc2O[C@@H]1CN(C)C(=O)Nc1ccccc1
→ -3	1[16.7 µM]	.	4	13	-9	2	-14
- CCN(CC)c1ccc(NC(=O)CSc2nc(C3CC3)nc3ccccc23)cc1C
→ 0	15	3	0	39	3	0	24

Other entries.
Every second line gives: Casp6 inh	miR-122 sensor	FN deposition inh	PGC1a acetyl inh	EWS-Fli block	LGR2 inh	Cneo AK release	PAX8 reporter
- O=C(COc1ccc([N+](=O)[O-])cc1)Nc1cccc(C(=O)Nc2ccccc2C(=O)O)c1
→ 3	.	-3	.	.	6	3	16
- O=C(Nc1ccc(F)cc1)N[C@@H]1CC[C@H](CCn2cc(-c3ccc(F)cc3)nn2)O[C@@H]1CO
→ 1	.	.	-4	12	9	0	11
- C/C=C/c1cnc2c(c1)C(=O)N([C@@H](C)CO)C[C@H](C)[C@@H](CN(C)C(=O)Cc1ccccn1)O2
→ 1	.	.	-1	2	9	0	-6
- CC1CCN(C(=O)c2[nH]cnc2C(=O)N[C@H](C)c2ccccc2)CC1
→ -6	1	1	-1	-4	-8	4	-12
- O=C(COc1coc(CN2CCN(c3ccccc3F)CC2)cc1=O)N1CCc2ccccc21
→ -3	.	.	.	1	6	-2	5
- CCOc1ccc(/C=C2\SC(=S)N(NS(=O)(=O)c3ccc(C)cc3)C2=O)cc1OC
→ 8	-5	-7	14	-4	5	0	-18
- c1ccc2c(c1)nc(N1CCCCC1)c1ccccc12
→ 2	.	-54	.	3	.	.	3
- CS(=O)(=O)N1CCC(C(=O)Nc2ccc(C(N)=O)cc2)CC1
→ 1	-7	-4	-3	1	1	-2	11
- O=C(NCc1ccc(F)cc1)c1ccccc1OCc1ccccc1
→ -1	4	-16	-23	18	-17	-5	-10
- Cn1c(SCC(=O)N2CCOCC2)nnc1-c1ccncc1
→ 0	.	3	.	3	12	4	-2
- CC(=O)Nc1ccc(SCC(=O)N2CCN(S(=O)(=O)c3ccccc3)CC2)cc1
→ 3	-2	-2	.	4	7	1	14
- CCOC(=O)N1CCN(S(=O)(=O)Cc2ccccc2)CC1
→ .	-5	.	-1	.	-2	-3	.

Bioassay records (PubChem)
